Assay outcomes from PubChem BioAssay.
Peg3 imprint = induces erasure of genomic imprints in mouse ES cells. mouse ES Peg3-LacZ reporter, beta-gal luminescence, 40 h. Potency, µM (titrated, usually from 60.7 µM), for the others: at the highest dose activity change, positive = activation, most hits filed as activators. actives 0.02% (n = 110,000). AID 1948;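 note: 0% = negative control wells on the plate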
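Each well holds 300 Peg3LacZ-Neo (maternal) female ES cells incubated 40 h at 37C, 5% CO2. LacZ is measured by BetaGlo luminescence, with AC50 and maximum efficacy derived from dose-response curves.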
p53ts 32C kill = kills p53ts cells at the permissive temperature; H1299-p53A138V at 32C, ATP luminescence viability, 24 h; Potency, µM (doses to about 46.1 µM), inactives show at the top dose activity change, negative = cytotoxicity, usual class: cytotoxic; actives 0.93% (n = 130,000);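 note: 0% = DMSO and -100% = full killing by reference compound; nearly all actives have a fitted effect of over 55% in size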
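Viability by ATPlite luminescence after 24 h compound treatment (up to 46 uM) at the permissive 32C. Cells are H1299 carrying p53 A138V. Scale runs from DMSO basal to 100 uM tamoxifen as full kill; AC50 from Hill fits.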
p53ts 39C tox = cytotoxicity in p53ts cells at nonpermissive temperature. actives 1.5% (n = 130,000). Potency, µM (series often up to 46.1 µM), for inactives: at the highest dose activity change, negative = cell killing, actives largely listed as cytotoxic. AID 902. H1299-p53A138V viability at 39C, ATP luminescence, 24 h; note: nearly all actives have a fitted effect of over 55% in size
IkB signaling = IkB pathway inhibition in ABC-DLBCL cells; ABC-DLBCL IkBa-CBG/CBR dual luciferase ratio, 4 h; response scale: scaled: untreated 0%, proteasome inhibitor 100%; Potency, µM (doses to about 57.1 µM), for inactives: top-dose IkBa stabilization activation; actives 0.04% (n = 110,000); AID 445; active = well fitted curve in the direction sought with a large enough effect in the signal ratio, not every such curve was filed as active; inconclusive = small, poorly fitted or top-dose-only effect, or a change in a side signal; the % refers to the signal ratio;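 note: the direction sought is a rising ratio; 0% = basal untreated cells and 100% = reference inhibitor full response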
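Curves were fitted separately to fusion (green), unfused (red) and ratio luminescence, then classed by r2, magnitude and activity. Cells: OCI-Ly3, 4 h compound plus doxycycline at 37C; 10 uM MG-132 defined full response.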
An asterisk follows results filed as active; ? = inconclusive; . = not tested or not shown; & = joins results of further samples; [ ] = remark or other dose. Unless noted, calls come from the whole dose curve; as a rule, active = well fitted curve in the direction sought with a large enough effect; inconclusive = small, poorly fitted or top-dose-only effect, or another doubt; inactive = no such curve, though single readings can be large; an effect the other way counts as inactive or inconclusive. Unless noted, % is set by controls: 0 for no effect and ±100 for the full control effect; potency is the fitted concentration of half-maximal effect. Not a hit list; any-hit rate near 1.7%.

SMILES	Peg3 imprint	p53ts 32C kill	p53ts 39C tox	IkB signaling
O=c1cc(-c2ccccc2)oc2cccc(O)c12	-20%&-35%	-10%&-1%	-16%&-10%	.
Cc1ccc(C(=O)c2oc3ccccc3c2NC(=O)Cc2coc3c(C)c(C)ccc23)cc1	-55%[inhibitor][10.9 µM]	-2%	0%	-1.1%
COc1ccccc1CCn1c(=O)c(-c2cccc(F)c2)nc2cncnc21	?	-1%	-4%	1.5%[11.4 µM]
O=C(CN1C(=O)NC2(CCCCC2)C1=O)Nc1ccc(S(=O)(=O)N2CCOCC2)cc1	-10%	4%	6%	-0.8%
Nc1c(C(=O)NC2CCCC2)sc2nc(-c3cccs3)ccc12	-14%	1%	-7%	2.6%
Cc1ccc(C(C)C)c(OCC(=O)OCc2c(C)noc2C)c1	-6%	1%	-7%	0.8%
CCOC(=O)c1ccccc1NC(=O)CSc1cn(CC(=O)N2CCCCCC2)c2ccccc12	-14%[10.9 µM]	11%	-4%	?
CCC(=O)Nc1cc(C(=O)NCc2ccc(C)cc2)ccc1S(=O)(=O)c1ccc(C)cc1	-13%[10.9 µM]	12%	-17%	1.5%
COCCCN(Cc1ccccn1)S(=O)(=O)Cc1ccccc1	-8%	8%	11%	-1.8%
COc1ccc(-c2nn3c(-c4ccccc4)nnc3s2)cc1	-11%	-8%	10%	1.5%
c1ccc(-n2ncc3c(NCc4cccnc4)ncnc32)cc1	-17%	-30%	-23%	?
COc1ccc(-c2nc(C)c(CCNC(=O)Cc3ccc(F)cc3)s2)cc1OC	12%[10.9 µM]	6%	-26%	0.4%
CCCCN(C)C(=O)c1ccc2c(c1)N(Cc1cccc(F)c1)C(=O)c1ccccc1S2	-17%[10.9 µM]	29%	4%	?
CCOCN(C(=O)Cn1c(CO)nc2ccccc21)c1c(C)cccc1CC	-9%	12%	3%	0.0%
O=C(NC1(C(=O)NC2CCCCC2)CCCCC1)c1ccc2c(c1)OCO2	-2%	7%	-6%	1.5%
CN(C)S(=O)(=O)N(CC(=O)Nc1ccc(C(F)(F)F)cc1)c1ccccc1	-6%[10.9 µM]	-6%	-6%	?
O=c1c(-c2cccc(F)c2)nc2cncnc2n1C1CC1	.	2%	-2%	0.8%[11.4 µM]
Cc1cc(N2CCN(C)CC2)nc2ccc(NC(=O)Nc3ccccc3Br)cc12	-11%[10.9 µM]	16µM*	13µM*	0.8%
CCOC(=O)c1cc2c(=O)n3ccccc3nc2n(Cc2ccco2)c1=NC(=O)c1ccc(C(C)(C)C)cc1	-14%[10.9 µM]	-9%	-4%	3.1%
CCCCN(CCCNC(=O)c1c(C)cc(=O)oc1C)c1ccccc1	-30%	8%	-11%	?
Cc1nn(-c2cccc(Cl)c2)c2c1C(c1cccnc1)C(C#N)=C(N)O2 (configuration not stated)	-9%	1%	6%	?
Cc1c(CN2CCN(c3cccc(C(F)(F)F)c3)CC2)c(=O)n(-c2ccccc2)n1C	-15%	0%	-6%	0.5%
COc1ccccc1CNC(=O)c1cnc2c(-c3ccccc3)c(C)nn2c1C	-10%[10.9 µM]	6%	-13%	?
O=S(=O)(NCCS(=O)(=O)N1CCN(c2ccccc2)CC1)c1ccc(Br)cc1	-14%[10.9 µM]	3%	-1%	?
Cc1ccc(C)n1-c1ccc(-c2nnc3n2CCCCC3)s1	-22%	1%	2%	1.2%

Reprinted from the part before: 2 entries, then new ones.
SMILES	Peg3 imprint	p53ts 32C kill	p53ts 39C tox	IkB signaling
O=S(=O)(NCCS(=O)(=O)N1CCN(c2ccccc2)CC1)c1ccc(Br)cc1	-14%[10.9 µM]	3%	-1%	?
Cc1ccc(C)n1-c1ccc(-c2nnc3n2CCCCC3)s1	-22%	1%	2%	1.2%
COC(=O)c1cc(C(=O)CSc2nc(C)cc(C)n2)ccc1O	.	23%	3%	.
Cc1cccn2cc(-c3ccccc3)nc12	-82%[inhibitor]	13µM*	?	3.4%
COC(=O)CNC(=O)C1CCCN1C(=O)OC(C)(C)C (configuration not stated)	6%	0%	-2%	0.5%
OC(Cn1cccn1)c1ccccc1 (configuration not stated)	-3%	-7%	-5%	0.9%
CCc1ccccc1NS(=O)(=O)c1ccc2nc(-c3ccccc3)[nH]c2c1	-14%[10.9 µM]	-12%	?	?
CCCn1c(C)nc2c(NC3CCN(Cc4ccccc4)C3)nc(C)nc21 (configuration not stated)	-10%	0%	-8%	.
O=C(Nc1ccc(Cl)cc1)c1ccncc1	-18%	10%	4%	-1.3%
COC(=O)c1ccc(CSc2nnc3n(Cc4ccccc4OC)c(=O)c4ccccc4n23)o1	-26%	17%	54%[activator]	?
CCOC(=O)c1c(C)c(C(=O)NCc2ccco2)c(C)n1Cc1ccccc1	-17%	13%	24%	7.7%
O=C(C1CCN(S(=O)(=O)c2cccc3nonc23)CC1)N1CCN(c2ccccc2F)CC1	16%[10.9 µM]	11%	14%	-0.3%
O=C(/C=C/c1ccccc1)c1cccs1	-29%	32µM*	-81%	.
COc1ccc(-n2ncc(C(=O)NCCN3CCOCC3)c2C2CCN(C(=O)OC(C)(C)C)CC2)cc1	-10%[10.9 µM]	-1%	4%	-0.5%
OC(CN1CCNCC1)Cn1c2ccc(Br)cc2c2cc(Br)ccc21 (configuration not stated)	-42%[inhibitor]	?	13µM*	.
CC(C)OC(=O)CN1CCN(S(=O)(=O)c2cc(Cl)ccc2Cl)CC1	-7%	-7%	-4%	1.6%
COc1ccc(C)cc1NC(=O)c1c(C)oc2ncn(CC(C)C)c(=O)c12	-8%[10.9 µM]	-4%	-23%	?
Cc1cc(NC(=O)COc2nnc(-c3ccccc3)c3ccccc23)no1	-1%	-2%	5%	0.1%
O=C(O)c1ccc(N(c2ccccc2)c2ccccc2)cc1	.	6%	18%	.
COc1cccc(N2CCN(C(=O)CCS(=O)(=O)c3ccc4c(c3)CC(=O)N4C)CC2)c1	-11%[10.9 µM]	5%	-11%	1.1%
CCC(C)NC(=O)c1cc(-c2cccc(OC)c2)on1 (configuration not stated)	-15%[10.9 µM]	?	-28%	?
COc1cc2c(cc1OC)C(C)N(C(C)=O)CC2 (configuration not stated)	.	-7%	16%	.
CC(C)Nc1nc2n(c(=O)n1)CCN2C(C)C	-12%	0%	5%	0.4%
CC(=O)Nc1nonc1-c1nnc(SCC(=O)Nc2ccc(C)cc2C)n1C	-10%[10.9 µM]	-9%	3%	-0.2%
COc1ccccc1C(=O)n1nc(-c2ccco2)nc1NCc1ccc(Cl)cc1	-13%[10.9 µM]	-10%	-38%	1.4%
CC1(C)CC(=O)C2=C(C1)OC(N)=C(C#N)C2c1cn(-c2ccccc2)nc1-c1ccc(F)cc1 (configuration not stated)	.	23%	12%	.

Molecules shown so far with a halogen (15):
SMILES	Peg3 imprint	p53ts 32C kill	p53ts 39C tox	IkB signaling
COc1ccccc1CCn1c(=O)c(-c2cccc(F)c2)nc2cncnc21	?	-1%	-4%	1.5%[11.4 µM]
COc1ccc(-c2nc(C)c(CCNC(=O)Cc3ccc(F)cc3)s2)cc1OC	12%[10.9 µM]	6%	-26%	0.4%
CCCCN(C)C(=O)c1ccc2c(c1)N(Cc1cccc(F)c1)C(=O)c1ccccc1S2	-17%[10.9 µM]	29%	4%	?
CN(C)S(=O)(=O)N(CC(=O)Nc1ccc(C(F)(F)F)cc1)c1ccccc1	-6%[10.9 µM]	-6%	-6%	?
O=c1c(-c2cccc(F)c2)nc2cncnc2n1C1CC1	.	2%	-2%	0.8%[11.4 µM]
Cc1cc(N2CCN(C)CC2)nc2ccc(NC(=O)Nc3ccccc3Br)cc12	-11%[10.9 µM]	16µM*	13µM*	0.8%
Cc1nn(-c2cccc(Cl)c2)c2c1C(c1cccnc1)C(C#N)=C(N)O2 (configuration not stated)	-9%	1%	6%	?
Cc1c(CN2CCN(c3cccc(C(F)(F)F)c3)CC2)c(=O)n(-c2ccccc2)n1C	-15%	0%	-6%	0.5%
O=S(=O)(NCCS(=O)(=O)N1CCN(c2ccccc2)CC1)c1ccc(Br)cc1	-14%[10.9 µM]	3%	-1%	?
O=C(Nc1ccc(Cl)cc1)c1ccncc1	-18%	10%	4%	-1.3%
O=C(C1CCN(S(=O)(=O)c2cccc3nonc23)CC1)N1CCN(c2ccccc2F)CC1	16%[10.9 µM]	11%	14%	-0.3%
OC(CN1CCNCC1)Cn1c2ccc(Br)cc2c2cc(Br)ccc21 (configuration not stated)	-42%[inhibitor]	?	13µM*	.
CC(C)OC(=O)CN1CCN(S(=O)(=O)c2cc(Cl)ccc2Cl)CC1	-7%	-7%	-4%	1.6%
COc1ccccc1C(=O)n1nc(-c2ccco2)nc1NCc1ccc(Cl)cc1	-13%[10.9 µM]	-10%	-38%	1.4%
CC1(C)CC(=O)C2=C(C1)OC(N)=C(C#N)C2c1cn(-c2ccccc2)nc1-c1ccc(F)cc1 (configuration not stated)	.	23%	12%	.
